Screens: PubChem BioAssay, several laboratories
KKLEB cytotox: cytotoxicity in KKLEB CF airway cells, primary screen, cytotoxicity control for CF NF-kB inhibitor project, cell-based, uHTS, fluorescence assay plates. 360,000 compounds, 0.36% hits. KKLEB CF airway cells viability, ATPlite luminescence, overnight; stronger effect = lower value; cells stimulated with P. aeruginosa culture filtrate. activity change (cytotoxicity), % at 5 µM. AID 602141, 2011;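 active = corrected activity change at or below -50% at 5 µM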
CF NFkB block: inhibitors of PAF-induced NF-kB signaling, primary screen, cell-based, GFP fluorescence, uHTS; inhibition, % at 5 µM; AID 588850, 2011; 360,000 compounds, 0.86% hits; KKLEB NF-kB-GFP reporter, GFP fluorescence overnight;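 active = at least 50% inhibition at 5 µM, scaled per plate between neutral and stimulator controls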;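 also: PAF is a Pseudomonas aeruginosa culture filtrate used as stimulus; plate controls were PAF-stimulated DMSO wells for no effect and unstimulated DMSO wells for full effect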
TRPM1 prom inh: inhibitors of MITF-dependent TRPM1 promoter reporter, primary screen, cell-based, SK-MEL-5, single point, luciferase; SK-MEL-5 TRPM1 promoter luciferase, 24 h; inhibition, % at 12.5 µM; 330,000 compounds, 0.83% hits; AID 488899, 2010;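 active = mean inhibition across replicates of 60% or more, whatever share of single replicates reaches that level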; also: values of inactives mirror those of a sister screen read the other way
Peg3 promoter: Peg3 promoter-driven luciferase inhibitors, primary screen, cell-based, HeLa, luciferase luminescence. HeLa PEG-Prom luciferase reporter, overnight. inhibition, % at 20 µM. 360,000 compounds, 1.7% hits;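 active = inhibition of at least 50% at 20 µM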
hiPSC survival: enhancers of single-cell hiPSC survival, primary screen, ATPlite luminescence. AID 602274, 2012. 100% = ROCK inhibitor wells, 0% = DMSO. survival enhancement, % at 20 µM. 360,000 compounds, 0.044% hits; in the data active = survival enhancement above about 18%;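 also: cells exposed to compounds for 16 hours before the ATP read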
NR2E3 ag-1: inhibitors of NR2E3-RetCOR corepressor binding, primary screen, NR2E3 agonist project, biochemical, TR-FRET, GST-NR2E3, biotin-RetCOR. 1536-well. inhibition of corepressor binding, % at 4.78 µM. 320,000 compounds, 0.12% hits. AID 2300, 2010;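 active = percent inhibition above the cutoff of mean plus 3 SD of all tested compounds, set per screening campaign, cut at about 20% in these data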;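 also: 0% = DMSO wells and 100% = biotin wells as full block of FRET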
Target sequence (Q9Y5X4 whole entry, looked up): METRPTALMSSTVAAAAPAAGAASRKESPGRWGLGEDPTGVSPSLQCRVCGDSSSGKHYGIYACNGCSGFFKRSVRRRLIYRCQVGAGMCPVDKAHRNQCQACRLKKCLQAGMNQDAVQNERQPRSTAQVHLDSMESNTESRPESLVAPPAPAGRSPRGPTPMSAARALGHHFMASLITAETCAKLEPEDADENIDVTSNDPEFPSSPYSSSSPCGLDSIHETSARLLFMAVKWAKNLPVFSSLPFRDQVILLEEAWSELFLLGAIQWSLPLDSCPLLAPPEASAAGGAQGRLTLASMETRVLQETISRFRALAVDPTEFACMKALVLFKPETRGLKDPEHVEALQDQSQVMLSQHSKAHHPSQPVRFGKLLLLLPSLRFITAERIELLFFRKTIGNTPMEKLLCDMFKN
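System: GST-tagged NR2E3 plus biotinylated RetCOR corepressor; Buffer or medium: pH 7.5 Tris-based buffer; Probe or stimulus: RetCOR corepressor, biotinylated, 7 nM; Doses: compound at 4.8 µM, single dose; Schedule: 5 h incubation at 4 °C; Technique: time-resolved FRET; Evaluation: percent inhibition of TR-FRET ratio; Replication: one well per compound, singlicate testing.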
LMP1 NFkB inh: EBV LMP1-driven NF-kappaB luciferase reporter inhibitors, primary screen, cell-based, luminescence, single point; LMP1-induced NF-kappaB luciferase reporter cells; inhibition, % at 12.5 µM; 350,000 compounds, 0.69% hits; AID 504558, 2011; in the data active = inhibition above about 41%;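 also: 0% = neutral control wells and 100% = reference inhibitor control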
NR2E3 ag-2: NR2E3 agonists in two-hybrid cells, primary screen, cell-based, luminescence, CHO-S, Gal4-NCOR/VP16-NR2E3. Photoreceptor-specific nuclear receptor (Homo sapiens), Q9Y5X4. luciferase. inhibition of corepressor binding, % at 3.98 µM. 360,000 compounds, 0.35% hits. AID 602229, 2012;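 active = inhibition above the mean of all tested compounds plus 3 SD, cut at about 70% in these data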;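 also: 0% = DMSO with NR2E3 transfected cells and 100% = cells lacking NR2E3 construct; higher means lower luciferase signal from less NR2E3 corepressor binding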
Shn3 inh set2: reduction of Shn3 3'UTR firefly luciferase signal, primary screen, Schnurri-3 inhibitor project, cell-based, Clone20 osteoblasts, set 2; 360,000 compounds, 0.52% hits; inhibition, % at 12.5 µM; Clone20 osteoblast Shn3 3'UTR firefly luciferase, 24 h;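 active = mean inhibition of at least 75% with every replicate also reaching 75%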;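 also: 0% = median of neutral control wells and 100% = pilot-screen positive control compound; some compounds past the cut are filed as inactive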
HIF-2a block: HIF-2a reporter inhibitors, primary screen, luminescence, 786-0 RCC cells. 786-0 RCC cells HIF-2a reporter, luciferase luminescence, overnight. inhibition, % at 18.8 µM. 360,000 compounds, 0.72% hits. AID 624352, 2012;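 active = inhibition of the luminescence signal of 40% or more relative to plate controls, in a single-dose primary screen at 18.75 µM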
TRAIL sens C8: viability loss with TRAIL in NB7+C8 cells, primary screen, TRAIL sensitizer project, cell-based, ATPlite luminescence | inhibition (viability loss, TRAIL sensitization), % at 10 µM | 360,000 compounds, 1% hits | AID 624354, 2012;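 active = compounds causing at least 50% loss of cell viability in the single-dose screen, relative to plate controls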
Numbers without * were called inactive; . = not tested or not shown.

SMILES | KKLEB cytotox | CF NFkB block | TRPM1 prom inh | Peg3 promoter | hiPSC survival | NR2E3 ag-1 | LMP1 NFkB inh | NR2E3 ag-2 | Shn3 inh set2 | HIF-2a block | TRAIL sens C8
COC(=O)C1=C(C)N(c2cccc(C(C)=O)c2)C(=O)C1 | -6 | 0 | 1 | -2 | -0.2 | 3 | -5 | -12 | -48 | 17 | -2
CSc1nc(=O)n2cc(C)ccc2n1 | 4 | 0 | 6 | -4 | 0.2 | 1 | 0 | 7 | -4 | 9 | -1
COc1ccc(C2=Nc3ccccc3NC(=O)C2N(CCc2ccccc2)C(=O)c2cccs2)cc1 (stereo not given) | -1 | -24 | . | -81 | -1.4 | . | . | -30 | -11 | -115 | -9
CC(C)(C)C1CCC2(CC1)NC(=S)N(c1ccccc1)N2 (stereo not given) | -2 | 7 | -10 | -41 | -2.8 | 1 | 3 | 18 | -12 | -70 | -3
O=C(CCCC(=O)N(CC(=O)NC1CCCC1)Cc1ccc(F)cc1)Nc1ccccn1 | 6 | -9 | 3 | 2 | 3.1 | 4 | -1 | -6 | 4 | 15 | -1
O=C(C(=O)c1cc(Br)ccc1O)c1cc(Br)ccc1O | -28 | 60* | 13 | 21 | 0.0 | . | 0 | 99* | 13 | -35 | 44
Cc1ccnc2c(N3C(=O)C4C5C=CC(C5)C4(C)C3=O)cccc12 (stereo not given) | -10 | -18 | 1 | 17 | 0.1 | -1 | -6 | -33 | -22 | 4 | -28
Cc1ccnc(SC2CC(=O)N(c3ccc(C(C)C)cc3)C2=O)n1 (stereo not given) | -10 | 1 | -1 | -6 | -0.2 | -3 | -5 | 26 | -6 | 4 | -9
Cc1ccc(C(CC(=O)c2ccc(Cl)cc2)C(=O)O)cc1 (stereo not given) | 5 | -1 | 10 | -6 | -1.1 | -3 | 5 | -5 | -13 | 2 | -5
O=C(NCc1ccco1)C(=O)c1cn(CC(=O)N2CCCC2)c2ccccc12 | -14 | 10 | -1 | 12 | 3.4 | 0 | -2 | -6 | 3 | 15 | -3
Cc1cccc(NC(=O)c2nc[nH]c2C(=O)N[C@@H](C)C(=O)OC(C)(C)C)c1 | 13 | -22 | -9 | 10 | -2.0 | -1 | 7 | -9 | -9 | 11 | 20
O=c1cc(-c2ccccc2Cl)oc2c(NS(=O)(=O)c3cccc4nsnc34)ccc(O)c12 | 3 | 5 | 10 | 4 | 1.1 | 4 | 2 | 10 | 18 | -3 | -7
Cc1cc(=O)n(-c2ccccc2Cl)[nH]1 | 2 | -12 | 3 | 18 | -0.9 | 6 | -13 | 8 | -9 | 16 | -29
COc1ccccc1NC(=O)N1CCN(Cc2ccc3c(c2)OCO3)CC1 | -14 | -2 | 9 | 13 | 0.1 | 2 | -9 | -13 | 0 | 4 | 3
CC(=O)Nc1ccc(NC(=O)CCCN2C(=O)C(c3ccccc3)Oc3cccnc32)cc1 (stereo not given) | -24 | 21 | . | 11 | 0.1 | . | 1 | -17 | 3 | 14 | -16
CC(=O)c1c(N2CCN(c3ccccc3)CC2)nc(=S)n(-c2ccccc2)c1C | 3 | 0 | 4 | -15 | 6.1 | 3 | 3 | -9 | 12 | -12 | 8
Cc1cc2ncn(CC3CC3(Cl)Cl)c2cc1C (stereo not given) | -15 | 26 | -10 | -4 | 8.5 | -3 | -8 | 38 | -9 | -7 | 4
COc1ccc(N2CCN(Cc3nc(N)nc(Nc4ccccc4OC)n3)CC2)cc1 | -12 | 11 | 17 | 3 | -1.9 | 2 | -19 | 27 | 6 | 19 | -12
CCOc1ccc(NC(=S)NCc2cccnc2)cc1 | -10 | -3 | -4 | -8 | -0.1 | 2 | 0 | 6 | -8 | 3 | 6
Cc1cc(C)cc(OCC(=O)OC/C(O)=C(\C#N)c2nc3ccccc3[nH]2)c1 | 0 | -19 | 12 | 32 | 0.9 | 3 | -3 | -16 | -2 | -15 | -1

In the list so far, two have a tert-butyl group.
SMILES | KKLEB cytotox | CF NFkB block | TRPM1 prom inh | Peg3 promoter | hiPSC survival | NR2E3 ag-1 | LMP1 NFkB inh | NR2E3 ag-2 | Shn3 inh set2 | HIF-2a block | TRAIL sens C8
CC(C)(C)C1CCC2(CC1)NC(=S)N(c1ccccc1)N2 (stereo not given) | -2 | 7 | -10 | -41 | -2.8 | 1 | 3 | 18 | -12 | -70 | -3
Cc1cccc(NC(=O)c2nc[nH]c2C(=O)N[C@@H](C)C(=O)OC(C)(C)C)c1 | 13 | -22 | -9 | 10 | -2.0 | -1 | 7 | -9 | -9 | 11 | 20

Next results.
SMILES | KKLEB cytotox | CF NFkB block | TRPM1 prom inh | Peg3 promoter | hiPSC survival | NR2E3 ag-1 | LMP1 NFkB inh | NR2E3 ag-2 | Shn3 inh set2 | HIF-2a block | TRAIL sens C8
N#C/C(=C/c1ccc(N2CCOCC2)c([N+](=O)[O-])c1)C(N)=O | -4 | 1 | 13 | 0 | -1.1 | 2 | 5 | 3 | -6 | 8 | -25
CC1(C(=O)Nc2ccc3c(c2)OCCO3)CCC(=O)N1CCc1c[nH]c2ccccc12 (stereo not given) | 4 | -21 | . | 4 | 1.8 | . | . | 14 | 9 | 15 | 1
CC(C)N(Cc1ccccc1)S(=O)(=O)c1ccc(F)cc1 | 5 | -12 | 21 | 8 | -0.1 | 1 | 8 | 3 | 55 | 21 | -4
CC1CCCC(C)N1C(=O)COC(=O)Cc1ccc(F)cc1 (stereo not given) | 4 | -19 | -4 | 2 | 1.1 | 0 | . | -5 | 6 | 8 | -13
O=C(O)CN1C(=O)c2cccc3c(Br)ccc1c23 | -3 | 4 | 2 | -3 | -0.4 | 2 | -29 | -18 | -7 | 8 | -7
COc1ccc(Cc2nnc(N/N=C/c3ccccc3O)[nH]c2=O)cc1OC | 3 | 11 | 64* | 43 | 1.6 | 0 | 5 | 0 | 91* | 2 | 22
CC(NC(=O)OC(C)(C)C)C(=O)N1CCCC1C(=O)NC(Cc1ccccc1)C(N)=O (stereo not given) | -1 | -10 | 9 | 18 | 3.1 | 0 | 3 | -8 | -23 | 6 | -11
CCN(c1ccc(OC)cc1)S(=O)(=O)c1ccc(-c2ccc(=O)[nH]n2)o1 | 1 | -19 | -4 | 5 | -0.5 | 2 | . | 14 | -7 | 15 | -12
COc1ccc(S(=O)(=O)NCC2CCCN(CC(C)(C)C)C2)cc1 (stereo not given) | 5 | 5 | 3 | -8 | 0.3 | 4 | -2 | -20 | 10 | 7 | 4
O=C(Nc1ccc(Cl)cc1Cl)C1=Cc2ccccc2OC1 | 0 | -20 | -49 | -288 | -3.6 | -1 | -47 | -122 | -54 | -205 | 31
CN(c1ccc(C(=O)N2CCCCCC2)cc1)S(=O)(=O)c1ccc(Cl)cc1 | 1 | 8 | 19 | 16 | -0.5 | 4 | -13 | 34 | 31 | 7 | 1
CCN(CC(=O)NCc1cccs1)C(=O)c1ccc(NS(=O)(=O)c2ccc(F)cc2)cc1 | -17 | 16 | -9 | -5 | 0.4 | 1 | 4 | 4 | -10 | -4 | 2
C/C(=N\NC(=O)c1ccc(Cn2cc(Br)cn2)o1)c1cccc(NC(=O)C(C)C)c1 | 3 | -10 | 9 | 33 | -1.2 | 2 | 5 | -12 | 6 | 8 | 6
COc1ccc(S(=O)(=O)N2CCCC2)cc1OC | 7 | -14 | -1 | 12 | 1.1 | 1 | 1 | -28 | 2 | 24 | 2
Cc1cccc(NC(=O)CCNS(=O)(=O)c2cc(Br)cnc2N)c1C | 2 | 7 | -1 | 6 | -0.2 | 0 | 2 | 7 | 6 | 15 | 17
O=C(Nc1ccccc1F)c1cc(Cl)sc1Cl | -10 | 8 | -9 | -59 | -0.5 | 0 | -9 | -43 | -24 | -95 | -9
CNC(=S)N(C1=NCC(c2ccc([N+](=O)[O-])cc2)S1)c1ccccc1 (stereo not given) | 0 | -21 | -12 | -32 | -0.2 | 1 | -17 | -67 | -14 | -79 | -1
Cc1cc(NC(=O)c2ccc(S(=O)(=O)N(C)C)cc2)n(-c2ccccn2)n1 | -7 | -15 | 8 | 18 | 3.0 | -1 | 12 | -27 | -13 | 1 | -26
O=C(CSCC(=O)OCC(=O)N1CCN(C(=O)c2ccco2)CC1)Nc1ccc(Cl)cc1 | 7 | 1 | . | 10 | 7.6 | . | 1 | -15 | -7 | 12 | -7
CCN(c1ccccc1)S(=O)(=O)c1ccc(N2CCN(c3ccccc3O)CC2)nc1 | -23 | 14 | -3 | -29 | -0.1 | 0 | -2 | 20 | 29 | -23 | 9
O=C(Nc1ccc2[nH]c(=O)[nH]c2c1)C(F)(F)F | 3 | -6 | -3 | 2 | 0.7 | 4 | -8 | 1 | -28 | 14 | 6
COC(=O)Nc1ccc2c(c1)ncn2C1CCCCC1 | -4 | 2 | -13 | -59 | 0.9 | -3 | -5 | -18 | -19 | -77 | 6
C/C(=N\NC=O)c1ccncc1 | 16 | -5 | -2 | -15 | 2.5 | -1 | -8 | -9 | -11 | 13 | -6
CCOC(=O)C(C(=O)OCC)C(CC(=O)C1CC1)c1ccccc1 (stereo not given) | -3 | 7 | -6 | 3 | -0.1 | -5 | -2 | -10 | -14 | 11 | -9
Cc1cccc(NC(=O)CSc2nnc(CCC(=O)Nc3ccc(C)c(Cl)c3)n2C)c1 | -6 | 2 | -2 | 23 | -0.9 | -3 | -2 | 8 | 7 | -10 | 18
Cc1cccc(OCCNC(=O)c2ccc(Oc3ccc(C(F)(F)F)cc3[N+](=O)[O-])cc2)c1 | 4 | 13 | 13 | 22 | -1.7 | 0 | 8 | -12 | 18 | 15 | 29
C=CCOc1ccc(/C=C/C(=O)OCC(=O)N2CCN(S(=O)(=O)c3ccc(C)cc3C)CC2)cc1 | 4 | 7 | . | 12 | -1.7 | . | 4 | -21 | 17 | 13 | -3
Cn1nc(-c2ccc(Cl)cc2)c2cc(C(=O)N3CCN(C(=O)c4ccco4)CC3)sc21 | -3 | -52 | 20 | 22 | -1.7 | 1 | -11 | 1 | -13 | 18 | 11
CCOc1cc(NC(=O)c2ccco2)c(OCC)cc1NC(=O)CCC(=O)NCc1cccnc1 | 3 | -2 | 17 | 11 | 0.1 | 1 | -7 | -14 | -13 | 16 | -17
c1ccc(-c2ccc3nncn3c2)cc1 | 11 | -14 | . | 0 | 5.4 | . | . | -16 | 8 | -4 | -29
COC(=O)c1cc(OC)nc(OC)c1 | 9 | -8 | 1 | 4 | -0.6 | 1 | 3 | -37 | 8 | 17 | -6
Cc1nc2cc(NS(=O)(=O)c3c(C)c(C)cc(C)c3C)ccc2s1 | 4 | 13 | 23 | 27 | 1.1 | -5 | 20 | 44 | 27 | 26 | 34

Some of the compounds tested (hit frequency here may not be typical).
